PABP1 MLLE inh = inhibitors of PABP1 MLLE–PAM2 peptide binding, primary screen, biochemical, fluorescence polarization, FITC-PAM2, GST-MLLE; 360,000 compounds, 0.36% hits; AID 588489, 2011; Polyadenylate-binding protein 1 (Homo sapiens), P11940; inhibition, % at 20 µM; in the data active = inhibition above about 35%, passing the limit was not always enough;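 also: plate controls were DMSO wells with GST-MLLE for no effect and wells lacking GST-MLLE protein for full effect; some results filed as inactive read as strong as hits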
Target sequence (P11940 whole entry, looked up): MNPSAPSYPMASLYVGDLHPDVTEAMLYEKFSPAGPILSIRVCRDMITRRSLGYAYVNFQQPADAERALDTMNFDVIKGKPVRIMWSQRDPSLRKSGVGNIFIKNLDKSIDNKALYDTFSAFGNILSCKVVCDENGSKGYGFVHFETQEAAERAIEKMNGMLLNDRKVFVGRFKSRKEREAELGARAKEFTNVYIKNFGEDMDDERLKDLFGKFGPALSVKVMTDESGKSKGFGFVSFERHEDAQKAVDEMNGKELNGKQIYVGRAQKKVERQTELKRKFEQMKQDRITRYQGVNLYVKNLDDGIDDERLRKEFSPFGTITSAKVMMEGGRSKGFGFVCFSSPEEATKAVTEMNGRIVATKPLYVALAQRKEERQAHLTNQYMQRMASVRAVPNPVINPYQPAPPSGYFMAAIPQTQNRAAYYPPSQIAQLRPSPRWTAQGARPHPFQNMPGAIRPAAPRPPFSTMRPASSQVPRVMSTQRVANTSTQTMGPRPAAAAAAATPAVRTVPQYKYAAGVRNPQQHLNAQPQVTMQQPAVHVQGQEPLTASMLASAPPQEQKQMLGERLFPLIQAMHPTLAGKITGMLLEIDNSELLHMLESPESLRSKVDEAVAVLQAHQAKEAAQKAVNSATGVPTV
MsrA act = bovine MsrA enzyme activators, primary screen, biochemical, absorbance, HTS. Methionine sulfoxide reductase A (Bos taurus). purified bovine MsrA, absorbance read-out. activation, % at 10.6 µM. 360,000 compounds, 0.3% hits. AID 602163, 2012; in the data active = activation above about 7.5%;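 also: 0% = vehicle and 100% = reference activator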
Rin1 Abl inh = inhibitors of Rin1-Abl protein binding, primary screen, biochemical, TR-FRET. 360,000 compounds, 0.4% hits. inhibition, % at 7.35 µM. Tyrosine-protein kinase ABL1 (Homo sapiens) + Ras and Rab interactor 1 (Homo sapiens), …; in the data active = inhibition above about 5%, passing the limit was not always enough
E coli Lon inh = inhibitors of E. coli Lon protease, primary screen, biochemical, fluorescence polarization; inhibition, % at 7.94 µM; purified E. coli Lon protease; P0A9M0; 360,000 compounds, 0.42% hits; in the data active = inhibition above about 13%, passing the limit was not always enough;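 also: 0% = enzyme with probe and DMSO and 100% = no enzyme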
SKN-1 inh = suppressors of acrylamide-induced Pgst-4::GFP reporter in worms, primary screen, SKN-1 inhibitor project, whole organism, uHTS, GFP/RFP fluorescence ratio, strain VP596. C. elegans VP596 Pgst-4::GFP/RFP ratio, 24 h. inhibition, % at 21.8 µM. 360,000 compounds, 0.49% hits. AID 624304, 2012;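 active = interference check ratio from 0.5 to 1.5 plus GFP to RFP signal ratio inhibition reaching or exceeding a fixed threshold, cut at about 30% in these data, passing the limit was not always enough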; also: some compounds called inactive have numbers as strong as hits
Neddylation inh = inhibitors of cullin neddylation, primary screen, biochemical, TR-FRET, uHTS, NAE and Ubc12 | AID 651699, 2012 | calls only at 25 µM | 360,000 compounds, 0.58% hits | NEDD8-conjugating enzyme Ubc12 (Homo sapiens) + NEDD8-activating enzyme E1 regulatory …; in the data active = inhibition above about 36%
FAS TE block = FAS thioesterase domain inhibitors, primary screen, biochemical, fluorescence intensity, uHTS. recombinant FAS-TE, OMFH fluorogenic substrate, fluorescence endpoint. 360,000 compounds, 0.67% hits. Fatty acid synthase (Homo sapiens), P49327. AID 602261, 2012. inhibition, % at 15 µM;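 active = compounds whose normalised, plate-corrected inhibition of enzyme fluorescence in the single-dose primary screen is 50% or more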;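 also: 0% = DMSO with enzyme and 100% = substrate without enzyme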
MT1-MMP act inh = blockers of MT1-MMP proenzyme processing, primary screen, HT1080 RFP-PRO-GFP cells, GFP/RFP fluorescence | Matrix metalloproteinase-14 (Homo sapiens), P50281 | GFP/RFP ratio fluorescence, overnight; percent of plate control window, DMSO zero | AID 651647, 2012 | 360,000 compounds, 0.061% hits | GFP/RFP ratio change, % at 20 µM;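 active = GFP/RFP ratio change of at least 30% with cell ATP level not reduced by more than half and red fluorescence within 50% of control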; also: strong numbers were not always called active
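Compound: 20 µM single dose, 1% DMSO / System: HT1080 RFP-PRO-GFP cells / Controls: DMSO and RFP-L50D-GFP cell wells / Read-out basis: GFP/RFP fluorescence ratio / Schedule: overnight compound exposure at 37 °C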
CendR NRP1 mod = modulators of CendR peptide binding to NRP-1, primary screen, biochemical, fluorescence polarization, uHTS; Neuropilin-1 (Homo sapiens), O14786; FAM-RPARPAR peptide binding to NRP-1; inhibition, % at 25 µM; 360,000 compounds, 0.85% hits; AID 602438, 2012;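 active = inhibition or corrected inhibition above about 18%, plus a signal ratio from 0.5 to 1.5, limit read from the data, passing the limit was not always enough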; also: strong numbers were not always called active
Starred values were filed as active, the others as inactive; i = inactive; x = no result given.

SMILES	PABP1 MLLE inh	MsrA act	Rin1 Abl inh	E coli Lon inh	SKN-1 inh	Neddylation inh	FAS TE block	MT1-MMP act inh	CendR NRP1 mod
CSc1ccccc1OCc1cc(C(=O)N2CCNC(=O)C2)no1	9	0	48*	1	2	i	-5	3	8
Cc1ccccc1-c1cc2nc(NCc3cccnc3)n(C)c(=O)c2s1	3	0	-5	-12	4	i	10	9	3
CN(C(=O)c1cccc(NC(=O)Cc2ccc(NC(=O)C3CCCN(S(=O)(=O)c4cccc([N+](=O)[O-])c4)C3)cc2)c1)C1CCC1 (centres undefined)	-6	-3	-1	-10	11	i	31	-1	-4
O=C(CSc1nnnn1-c1ccccc1)NC(=O)Nc1ccc2c(c1)OCCO2	-4	-4	2	3	6	i	7	-1	-10
c1ccc(N2CCN(c3nc4ccccc4n4nnnc34)CC2)cc1	72	-4	-1	-6	20	i	-3	-33	2
COC(=O)CCc1sc(NC2CCCCC2)nc1-c1ccc(OC)cc1	-73	3	1	-12	3	i	6	-11	-12
CCc1[nH]nc(C(=O)NC2CCCc3c2cnn3-c2cc(C)cc(C)c2)c1C (centres undefined)	0	-2	2	-11	14	i	2	6	-5
NC(=O)C1CCN(CC(=O)Nc2nc(-c3ccccc3)cs2)CC1	-2	-6	-2	-14	-18	i	-7	0	3
O=C(CCS(=O)(=O)c1ccc(F)cc1)N1CCOCC1	6	-4	2	-2	-2	i	-6	-2	0
CCOC(=O)C[C@H]1c2cc(F)ccc2S(=O)(=O)N1C(C)C	11	-3	5	-11	4	i	-12	8	18
CCOC(=O)C1=C(N)OC2=C(C(=O)CCC2)C1c1cccs1 (centres undefined)	3	-1	1	3	-6	i	-8	-5	-8
NC(=O)c1ccc(-n2nnnc2SCC(=O)c2ccc(O)c(O)c2)cc1	-29	-10	2	-3	-11	i	-8	12	-57
COc1ccc(Nc2oc(-c3ccccc3Cl)nc2C#N)cc1	11	-3	-1	-6	10	x	4	-6	0
O=C(NCc1ccccn1)c1coc(=O)c(Br)c1	-7	2	-2	-2	-27	i	-4	-1	11
NS(=O)(=O)c1ccc(CCNC(=S)Nc2ccc(S(N)(=O)=O)cc2)cc1	15	-3	-2	5	-4	i	-6	4	2
Cc1cccc(C)c1OCc1cc(C(=O)NCC2CC2)no1	9	-4	-2	-4	5	i	7	1	16
CN(C)c1ccc(NC(=O)Nc2nc(C(N)C3CCCCC3)cs2)cc1 (centres undefined)	-3	-3	-2	-2	9	i	-9	-4	-5
COc1ccc2c(CC(=O)OCC(=O)c3ccc(F)cc3)coc2c1	-10	-6	-4	-12	-8	i	-4	-6	-5
CCOC(=O)c1ccc(NC(=O)c2cccc3c2C(=O)N(CC2CCCO2)C3)cc1 (centres undefined)	-4	-3	2	-1	-14	i	-22	4	2
N/C(=N\OC(=O)CCCOc1ccccc1)c1ccccn1	-1	-3	-1	-2	2	i	-10	0	4
CCCCCCCCc1nnc(N)s1	1	-3	1	0	8	i	-2	-5	4
COc1cc(C(=O)NC2CCCCCCC2)cc(OC)c1OC	17	-6	-2	4	3	i	-1	2	7
COc1cccc(C(=O)NCCS(=O)(=O)N(C)Cc2ccccc2)c1	3	-2	1	-7	11	i	-7	0	5
Cn1ncc(C#N)c1NC(=O)C1CC(c2ccc(Cl)c(Cl)c2)=NO1 (centres undefined)	8	-1	-3	0	20	i	1	-3	6
Cc1cccc(N2CC(C(=O)Nc3ccc4c(c3)OCO4)CC2=O)c1C (centres undefined)	0	5	-1	-4	8	i	-1	0	2

3 compounds out of the list above, ordered by the value under MsrA act, ascending:
smiles | MsrA act
COc1cc(C(=O)NC2CCCCCCC2)cc(OC)c1OC | -6
O=C(CSc1nnnn1-c1ccccc1)NC(=O)Nc1ccc2c(c1)OCCO2 | -4
CCCCCCCCc1nnc(N)s1 | -3

Following part
SMILES	PABP1 MLLE inh	MsrA act	Rin1 Abl inh	E coli Lon inh	SKN-1 inh	Neddylation inh	FAS TE block	MT1-MMP act inh	CendR NRP1 mod
CN(C)S(=O)(=O)c1ccc(NC(=O)Cn2nc(-c3ccc4c(c3)OCCO4)ccc2=O)cc1	-2	-4	5	8	4	i	5	0	11
O=C(COC(=O)COc1ccc(Br)cc1)Nc1cccnc1Cl	23	-12	3	-3	-5	i	-10	5	9
Cc1c(C)c2c(OCC(=O)NCc3ccncc3)cc3c(c2oc1=O)CCC(C)(C)O3	-6	-4	-2	6	5	i	-13	12	-10
CCOc1ccc(Br)cc1S(=O)(=O)N1CCCN(C)CC1	9	-7	-4	9	-2	i	-2	-8	4
O=S(=O)(c1ccc(F)cc1)N1CCN(CCc2ccccc2)CC1	16	-2	0	6	1	i	7	-1	6
O=C(NC1CCCCC1)c1csnn1	6	-2	1	7	13	i	-1	2	-14
CC(C)n1cc(C(N)=S)c(=O)n(Cc2ccccc2)c1=O	20	-3	0	3	22	i	0	0	-4
O=C(CNc1ccc(F)cc1)N/N=C/c1c(O)ccc2ccccc12	-6	0	-1	-195	31	i	19	1	-18
CN1CCN(S(=O)(=O)c2ccc(SCCOc3ccc(Cl)cc3)nc2)CC1	5	-3	0	5	-5	i	21	0	-2
CN(CCC#N)C(=O)c1cc2c(Cl)nc3ccccc3c2s1	-4	-1	0	-2	22	i	-3	-2	5
Cc1cccc(C(=O)N2CCN(S(=O)(=O)N3CCCCCC3)CC2)c1	-12	-5	-1	14	-11	i	-2	0	3
CC(C)CC(=O)NC(Nc1ccc([N+](=O)[O-])cc1)C(Cl)(Cl)Cl (centres undefined)	6	-5	-1	-13	-12	i	3	0	-16
Nc1c(C(=O)N2CCCCC2)sc2nc3c(cc12)CCCC3	9	-1	-4	-6	4	i	5	-2	-10
Nc1nc(NS(=O)(=O)c2ccc(Cl)cc2)nn1-c1ccccc1	2	-5	0	3	12	i	-2	-1	13
O=C(Nc1ccon1)c1cccc(S(=O)(=O)N2CCCCCC2)c1	0	2	4	1	-3	i	-3	4	5
O=C1c2ccccc2C(=O)N1CCSc1ncn[nH]1	-6	-3	-1	2	17	i	-8	2	-3
O=C(c1ccc(OC2CCN(Cc3ccccn3)CC2)cc1)N1CCCCO1	-4	-3	2	-8	-16	i	-7	2	6
CCN1CCCC1Cn1cnc2c([nH]c3ccc(OC)cc32)c1=O (centres undefined)	4	-5	-2	-6	-1	x	-1	1	-2
Cc1ccc(S(=O)(=O)N2[C@@H](c3ccc(Cl)c(Cl)c3)C(C(=O)O)=C[C@H]2CC2CCCC2)cc1	3	-4	-2	-12	0	i	40	9	-53
COc1cc(C(=O)OCC(=O)NCc2ccc(F)cc2)ccc1OCC(C)C	-14	0	2	-7	9	i	-2	1	1
Cc1cccc(-n2ccnc2CN2CCN(C(C)C)C(CCO)C2)c1 (centres undefined)	-3	-3	2	-4	-14	i	-6	-5	5
COCCNc1ccc(-c2nn(C)c(=O)c3ccccc23)cc1[N+](=O)[O-]	-11	-3	4	22	-2	i	-4	8	-64
COc1ccc(C(=O)COC(=O)c2c(-c3ccccc3)noc2C)c(OC)c1	-4	-2	2	-7	5	i	35	3	-24
O=C(C1=C(O)C(=O)N(c2ncccn2)C1c1cccc(Cl)c1)c1ccco1 (centres undefined)	-9	-1	-1	3	-16	i	-8	-7	-38
Cc1cc(-c2ccccc2)cc(-c2ccccc2)[n+]1C	-2	0	-3	-3	0	i	-7	0	1
Other compounds:
SMILES	PABP1 MLLE inh	MsrA act	Rin1 Abl inh	E coli Lon inh	SKN-1 inh	Neddylation inh	FAS TE block	MT1-MMP act inh	CendR NRP1 mod
O=C(COC(=O)c1ccccc1Br)NCCC1=CCCCC1	2	-2	-6	2	-9	i	5	2	-1
COc1ccc(-c2cc(=O)[nH][nH]2)cc1	2	-1	1	7	22	i	-7	1	0
COc1ccc(NC(=O)N2CCCC2C(=O)NC2CCCC2)cc1 (centres undefined)	-22	0	0	-4	8	i	-5	-1	1
Cc1ccc(C)c2c1CCCC2=O	-6	-5	-5	-3	-4	i	-4	-3	-4
Cc1cc(=O)[nH]c2cc(O)ccc12	-13	-3	-2	-3	-2	x	-5	9	4
CSc1cccc(NC(=O)c2ccc(NC3=NC4CS(=O)(=O)CC4S3)cc2)c1 (centres undefined)	-98	-3	-2	-7	0	i	-5	-1	4
Cc1cccc(N/C=C(\[N+](=O)[O-])S(=O)(=O)c2ccccc2)c1C	-9	1	1	-5	-6	i	-2	0	-14
COc1ccccc1NS(=O)(=O)c1cccc(C(=O)OCC(=O)Nc2cc(C)on2)c1	-11	0	0	-2	9	i	2	3	-2
Cc1cc2c(=O)n(CC(=O)NCC(=O)N3CCN(Cc4ccccc4)CC3)cnc2s1	-3	1	1	-6	2	i	5	8	3
COc1ccc(C(C)(C)C)cc1NC(=O)C1=CC=CN2CCS(=O)(=O)N=C12	5	-4	-1	1	34	i	-9	2	-8
O=C(NCc1cccnc1)C1CCCN(Cc2cnn(-c3ccccc3)c2-n2cccc2)C1 (centres undefined)	3	-2	-3	10	-7	i	-8	9	1
COc1ccc(CNC(=O)COC(=O)c2ccc(S(=O)(=O)NCc3ccco3)cc2)cc1	-5	-1	0	-13	-3	i	0	-1	-9
COc1ccc(Cn2nnnc2CN2CCCCCC2)cc1	0	-3	3	0	3	i	0	-3	-4
COc1cc([N+](=O)[O-])ccc1NC(=O)c1cccc(NC(=O)C(C)C)c1	-5	-5	1	-3	5	i	16	-2	4
N#CCN1C(=O)C2CCCN2c2ccc(S(=O)(=O)N3CCOCC3)cc21 (centres undefined)	1	-1	3	-6	16	i	-1	-4	-3
COc1ccc(-c2nn3c(-c4ccc(F)cc4)nnc3s2)cc1	0	-4	0	-3	-8	i	3	-4	-8
COC(=O)c1cc(NC(=O)C2CC2)cc(C(=O)OC)c1	1	-3	6	-9	0	i	-7	1	9
Cc1noc(C)c1C(=O)Nc1ccc2ccccc2c1	-3	-5	4	12	2	i	0	0	9
COc1ccc(NC(=O)CCNC(=O)N2CC(=O)Nc3ccccc32)c(OC)c1	9	-2	-1	-8	17	i	-6	3	-2
Cc1onc(-c2c(F)cccc2Cl)c1C(=O)Nc1ccc(S(=O)(=O)N2CCOCC2)cc1	-7	-3	3	-4	8	i	8	0	6
c1ccc(Cc2c(C3CCCCC3)nc3c4ccccc4ccn23)cc1	x	-7	x	-12	4	i	16	-8	-34
CC(=O)c1cccc(NC(=O)CSc2nc(N3CCOCC3)nc(N3CCOCC3)n2)c1	2	-1	-2	4	-12	i	-4	1	-1
Cc1ccc(C)c(COC(=O)CCN=C2NS(=O)(=O)c3ccccc32)c1	5	-1	0	0	-9	i	-2	-2	-5
COc1cc(-n2c(C)nc3ncn(-c4ccccc4)c3c2=O)cc(OC)c1OC	15	-2	-1	-1	5	i	-6	-7	3
CCOC(=O)N1CCN(c2c(N3CCN(C(=O)OCC)CC3)c(=O)c2=O)CC1	10	-3	-4	-6	1	i	-3	-3	4

Some of the entries above, set out differently.
SMILES,PABP1 MLLE inh,MsrA act,Rin1 Abl inh,E coli Lon inh,SKN-1 inh,Neddylation inh,FAS TE block,MT1-MMP act inh,CendR NRP1 mod
Cc1ccc(C)c2c1CCCC2=O,-6,-5,-5,-3,-4,i,-4,-3,-4
Cc1cc(=O)[nH]c2cc(O)ccc12,-13,-3,-2,-3,-2,x,-5,9,4

Compound activity as filed in PubChem.
